TTR transcr act: activators of transthyretin transcription; SH-SY5Y TTR promoter Gaussia luciferase, luminescence; 100% = recombinant luciferase protein wells; activation, % at 16.7 µM; hit rate 1.3% among 92,000;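 active means activation above the mean of all tested compounds plus 3 SD, cut at about 9.5% in these data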;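 further: cells exposed to compounds for one day before reading; 0% = median of all test compound wells on the plate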
Starred values were filed as active, the others as inactive. A portion of the library (hit frequency here may not be typical).

SMILES	TTR transcr act
CCOc1ccc(S(=O)(=O)N2CCCCCC2)c2ccccc12	-0.3
CC(C)=CC(=O)O[C@@H]1Cc2cc3ccc(=O)oc3cc2OC1(C)C	0.6
CC1(C)O[C@H]2CC(=O)OCC23[C@H]2CC[C@@]4(C)[C@H](c5ccoc5)OC(=O)[C@H]5O[C@]54[C@]2(C)C(=O)C[C@@H]13 (stereo partly drawn)	1.7

Some of these compounds in order of the TTR transcr act value, smallest number first.
SMILES	TTR transcr act
CCOc1ccc(S(=O)(=O)N2CCCCCC2)c2ccccc12	-0.3
CC(C)=CC(=O)O[C@@H]1Cc2cc3ccc(=O)oc3cc2OC1(C)C	0.6
CC1(C)O[C@H]2CC(=O)OCC23[C@H]2CC[C@@]4(C)[C@H](c5ccoc5)OC(=O)[C@H]5O[C@]54[C@]2(C)C(=O)C[C@@H]13 (stereo partly drawn)	1.7
